Screens deposited in PubChem BioAssay by several laboratories.
TLR4 MyD88 comp – inhibitors of TLR4-MyD88 association in cells, primary screen, cell-based, HeLa CL3-4, BLA complementation, FRET ratio. 200,000 tested, 0.18% active. Toll-like receptor 4 (Homo sapiens) + Myeloid differentiation primary response protein …. HeLa CL3-4 TLR4/MyD88 BLA complementation. inhibition, % at 8.4 µM; in the data active means inhibition above about 25%;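 further: 0% = vehicle and 100% = reference inhibitor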
ROMK mod – ROMK potassium channel modulators, primary screen, cell-based, thallium flux, MLSMR library; ATP-sensitive inward rectifier potassium channel 1 (Homo sapiens), P48048; Tet-inducible ROMK, thallium flux fluorescence; actives lie on both sides; B-score at 10 µM; 130,000 tested, 2% active; AID 1918, 2009;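 active means signal ratio slope over the read window, or its plate-corrected B-score, at least 3 SD from the plate mean, either direction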;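 further: B-score of the F/F0 ratio slope over 7 to 12 s after thallium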
Target sequence (P48048 whole entry, looked up): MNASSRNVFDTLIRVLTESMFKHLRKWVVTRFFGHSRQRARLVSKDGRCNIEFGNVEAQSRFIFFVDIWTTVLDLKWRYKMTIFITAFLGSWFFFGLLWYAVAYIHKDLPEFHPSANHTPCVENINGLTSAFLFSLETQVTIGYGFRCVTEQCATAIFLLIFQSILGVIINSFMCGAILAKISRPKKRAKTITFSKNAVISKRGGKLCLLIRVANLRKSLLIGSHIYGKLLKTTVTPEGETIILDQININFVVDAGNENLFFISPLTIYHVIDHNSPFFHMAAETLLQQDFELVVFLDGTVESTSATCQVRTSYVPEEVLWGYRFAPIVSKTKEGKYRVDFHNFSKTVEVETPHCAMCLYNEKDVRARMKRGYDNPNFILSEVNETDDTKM
PPARg SRC-3 ag – PPARgamma agonists recruiting SRC-3 coactivator, primary screen, biochemical; Peroxisome proliferator-activated receptor gamma (Homo sapiens), P37231; biochemical PPARgamma/SRC-3 coactivator recruitment assay; activation, % at 8 µM; 200,000 tested, 0.26% active; AID 731, 2007; in the data active means activation above about 23%;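 further: 0% = DMSO and 100% = reference agonist; some compounds past the cut are filed as inactive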
STAT3 blocker – IL-6 driven STAT3 reporter inhibitors, primary screen, U3A cells, luciferase, luminescence, MLSCN library. IL-6 STAT3-luciferase reporter; host cell line lacks STAT1. inhibition, % at 5.5 µM. 190,000 tested, 0.89% active;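 active means inhibition above the mean inhibition across all screened compounds plus 3 SD, cut at about 44% in these data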;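 further: 0% = DMSO only wells and 100% = 100 µM nifuroxazide control wells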
PPARg SRC1 recr – PPARgamma agonists recruiting SRC-1 coactivator, primary screen, biochemical. activation, % at 8 µM. AID 631, 2007. Peroxisome proliferator-activated receptor gamma (Homo sapiens), P37231. 200,000 tested, 0.41% active. PPARgamma-SRC-1 coactivator recruitment biochemical assay; in the data active means activation above about 19%;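 further: 0% = DMSO and 100% = reference agonist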
STAT3 act – IL-6 driven STAT3 reporter potentiators, primary screen, U3A cells, luciferase, luminescence, MLSCN library; IL-6 STAT3-luciferase reporter; 100% = signal with IL-6 EC80 alone; activation (% of control), % at 5.6 µM; 190,000 tested, 0.91% active;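 active means activation above the screen-wide mean of compound activation plus 3 SD, cut at about 130% in these data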;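 further: 0% = background luminescence of wells with medium and substrate only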
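system = STAT3-luciferase reporter U3A cells | reagent = IL-6 stimulus at 33 ng/mL final | timing = 1 h compound pre-exposure, 6 h IL-6 stimulation, 37 °C | measured by = luminescence | evaluation = % activation versus median of IL-6-stimulated wells | control set = IL-6-only wells as 100% reference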
S1P3 antagonist – S1P3 receptor antagonists, primary screen, cell-based | CHO S1P3 NFAT-BLA reporter, FRET fluorescence, antagonist mode | 170,000 tested, 0.27% active | inhibition, % at 4.98 µM | AID 485, 2006 | Sphingosine 1-phosphate receptor 3 (Homo sapiens), Q99500;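 active means inhibition above the plate cutoff, the mean inhibition of test wells on that plate plus 3 SD, cut at about 28% in these data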;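 further: cells challenged with S1P at its EC80 of 0.8 µM; blue over green emission ratio from cleaved BLA substrate after 4 h stimulation; 0% = S1P-stimulated wells and 100% = unstimulated DMSO-only wells; some compounds past the cut are filed as inactive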
Target sequence (Q99500 whole entry, looked up): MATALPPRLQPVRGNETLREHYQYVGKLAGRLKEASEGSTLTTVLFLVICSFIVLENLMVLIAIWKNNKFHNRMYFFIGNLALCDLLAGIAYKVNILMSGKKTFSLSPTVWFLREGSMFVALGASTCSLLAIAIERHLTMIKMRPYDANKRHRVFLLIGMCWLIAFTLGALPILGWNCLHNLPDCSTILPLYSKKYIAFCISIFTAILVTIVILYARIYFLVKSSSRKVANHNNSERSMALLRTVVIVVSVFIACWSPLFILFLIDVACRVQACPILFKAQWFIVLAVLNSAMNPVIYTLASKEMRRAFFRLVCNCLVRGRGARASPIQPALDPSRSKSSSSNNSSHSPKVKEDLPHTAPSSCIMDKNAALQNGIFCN
STAT1 inh – STAT1 signaling inhibitors, primary screen, cell-based, HTS, luciferase reporter; inhibition, % at 5.5 µM; 200,000 tested, 0.35% active; NIH 3T3 STAT1-luciferase reporter, IFN-gamma, luminescence;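 active means inhibition above a set limit, the mean inhibition across all tested compounds plus 3 SD, cut at about 34% in these data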;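 further: 0% = IFN-gamma with DMSO and 100% = IFN-gamma with 300 µM nifuroxazide; values of inactives mirror those of a sister screen read the other way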
PPARg SRC2 recr – agonists of PPARg-SRC-2 recruitment, primary screen, biochemical, HTS; Peroxisome proliferator-activated receptor gamma (Homo sapiens), P37231; PPARgamma LBD-SRC-2 recruitment; activation, % at 8 µM; 200,000 tested, 0.34% active; AID 1032, 2008; in the data active means activation above about 22%;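 further: 0% = vehicle and 100% = reference agonist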
RAM inhibit – inhibitors of the yeast RAM network, primary screen, dse1pr::URA3 reporter, 5-FOA selection | inhibition, % at 50 µM | 190,000 tested, 1.8% active | S. cerevisiae dse1pr::URA3 reporter, 5-FOA growth OD615, 2 d; analog-sensitive cbk1-as2 kinase mutant strain | AID 868, 2007;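 active means inhibition above a set limit, 3 SD over mean compound inhibition, cut at about 8.4% in these data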;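 further: 0% = DMSO-only wells with no growth and 100% = 10 µM 1-NA-PP1 full growth; inhibition rescues growth on 5-FOA so higher OD means more RAM inhibition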
SRC2 TRFRET art – TR-FRET signal artefacts, primary screen, artefact control for PPARgamma SRC-2 agonist project, biochemical; 200,000 tested, 0.4% active; AID 1049, 2008; TR-FRET ratio at 8 µM; TR-FRET artefact counter-screen; active compounds read high; in the data active means TR-FRET ratio above about 2000; further: inactives centre near 1500
* marks the source's active call; other numbers are inactive results; · = not tested or not shown.

SMILES	TLR4 MyD88 comp	ROMK mod	PPARg SRC-3 ag	STAT3 blocker	PPARg SRC1 recr	STAT3 act	S1P3 antagonist	STAT1 inh	PPARg SRC2 recr	RAM inhibit	SRC2 TRFRET art
N#Cc1ccccc1NC(=O)COC(=O)COc1ccccc1[N+](=O)[O-]	16	0.75	2	-18	4	121	2	-1	5	0.3	1543
CCn1cc(C2=NOC(C(=O)O)C2)c(C)n1 (stereo unspecified)	-5	·	-1	8	5	97	-1	-2	3	0.3	1558
COCCOc1ccc(C(F)(F)F)cc1NC(=O)c1ccc(F)cc1	6	-0.015	-2	14	-7	89	11	5	1	1.3	1459
CCN(c1ccccc1)S(=O)(=O)c1ccc(OC)c(NC(=O)c2cccs2)c1	-2	-0.92	0	7	1	95	-12	2	-6	4.0	1751
COc1cc(OC)cc(-c2nnc(SCC(=O)N(C(C)C)C(C)C)o2)c1	6	-0.71	-5	10	0	98	-18	7	-7	-0.3	1387
COc1ccc(S(=O)NC2CCCCC2)c(OC)c1C (stereo unspecified)	3	·	5	0	2	103	·	-4	6	-0.3	1452
O=C(CN1C(=O)CCC1=O)Nc1ccc(Br)cc1	13	·	2	10	8	95	-14	0	0	1.4	1480
Cc1cccc(N(CC(=O)NCCSCc2ccccc2)S(C)(=O)=O)c1C	-3	0.51	-1	-1	0	112	-2	-1	-2	0.4	1458
c1ccc2c(c1)CCCC2NC1=NCCC1 (stereo unspecified)	4	·	-4	8	12	98	-9	-11	13	0.6	1446
CCc1nc(Nc2ccc(N3CCN(C(C)=O)CC3)cc2)c2oc3ccccc3c2n1	-20	·	2	17	10	90	10	0	6	0.5	1477
Cc1noc(COc2ccccc2OCC(O)CNC(C)(C)C)n1 (stereo unspecified)	3	-0.014	3	1	4	100	·	-9	3	-0.1	1545
O=c1c(Cc2ccc(Cl)cc2)c(O)ccn1Cc1ccccc1	-8	·	11	12	15	95	·	0	10	2.6	1645
CN(C)CCCCOc1cccc(Br)c1	7	·	7	22	-6	83	3	7	7	-0.2	1523
CN(Cc1nc2ccccc2n1C)C(=O)c1cccs1	9	0.73	-8	8	-3	96	23	0	7	0.8	1479
CC12CN3CC(C)(CN(C1)C3c1ccc(Br)cc1)C2 (stereo unspecified)	4	·	6	12	-1	93	-18	4	-4	-0.5	1543
c1ccc(COn2c(-c3ccccc3)nc3c2CCc2nonc2-3)cc1	-8	0.62	-2	18	3	91	10	-4	3	1.7	1694
O=C(NC1CCN(Cc2nnnn2CCc2ccccc2)CC1)c1ccccc1F	11	·	8	-9	-4	107	2	-13	2	1.6	1645
COCCn1c(N)c(C(=O)NCc2cccs2)c2nc3ccccc3nc21	-4	·	2	16	12	89	1	4	-3	-0.5	1492
CS(=O)(=O)N(CC(=O)NC1CCCCCC1)Cc1ccc(Cl)cc1	-11	0.057	-2	9	-2	98	·	1	4	1.6	1562
CC(=O)Oc1ccc(N2C(=O)C3C4C=CC(O4)C3C2=O)cc1 (stereo unspecified)	15	·	-1	6	5	101	-20	2	0	1.2	1623
CCOc1ccc2nc(Cl)c(C3CC(c4ccccc4)=NN3C(=O)c3ccco3)cc2c1 (stereo unspecified)	-5	·	5	9	7	95	16	-6	-5	3.1	1475
CS(=O)(=O)N(CC(=O)NCCSCc1ccco1)c1ccc(Cl)cc1	0	0.59	1	1	-1	102	3	0	3	2.9	1597
CCOc1ccc2[nH]c(=O)c(CN(Cc3cccs3)Cc3nnnn3C(C)(C)C)cc2c1	-1	0.7	10	3	8	99	-5	3	4	2.3	1734
O=C(CSc1c2c(nc3cc(Cl)ccc13)CCCC2)NCCN1CCOCC1	10	-0.27	19	3	27*	103	8	-9	32*	0.8	2224*
Cc1cc(O)c(/C=N/c2ccccn2)c(=O)o1	-1	0.32	-5	2	1	104	-21	-6	2	1.7	1403
(more compounds)
SMILES	TLR4 MyD88 comp	ROMK mod	PPARg SRC-3 ag	STAT3 blocker	PPARg SRC1 recr	STAT3 act	S1P3 antagonist	STAT1 inh	PPARg SRC2 recr	RAM inhibit	SRC2 TRFRET art
CCOc1ccccc1Oc1c(C)oc2cc(OC(=O)c3ccco3)ccc2c1=O	-16	·	2	10	-6	100	·	8	13	2.1	1698
Cc1ccccc1-c1noc(-c2ccccc2F)n1	0	-0.86	1	1	-4	105	·	-42	-5	2.8	1392
CCOc1ccc(/C=N/NC(=O)c2ccccc2NC(=O)c2ccc(OC)cc2)cc1	-8	0.78	-1	15	-3	86	5	28	6	5.0	1641
CCc1c(C(=O)Nc2ccccc2)c(C)[nH]c(=S)c1C#N	-8	0.78	0	3	8	103	·	-7	7	-0.8	1497
CC(=O)c1cccc(NC(=O)N2CCCC2C(=O)Nc2cc(C)ccc2C)c1 (stereo unspecified)	10	·	6	-6	11	109	-23	0	-2	-0.7	1595
c1ccc2c(Nc3ccc4c(c3)OCCO4)c3c(nc2c1)CCCC3	7	-1.5	0	16	-6	95	5	8	4	2.0	1543
CCN(CC)S(=O)(=O)c1csc(C(=O)NCc2ccccc2)c1	2	-0.23	-4	1	1	99	·	10	-2	-0.6	1766
Nc1nc(-c2ccco2)nn1C(=O)c1ccc([N+](=O)[O-])cc1	-20	-0.47	2	1	-12	103	-8	-1	3	-0.7	1354
CCC(=O)NC(NC(=S)Nc1c(C)n(C)n(-c2ccccc2)c1=O)C(Cl)(Cl)Cl (stereo unspecified)	1	·	2	-2	4	101	-3	-11	-5	2.9	1503
Fc1ccc2nc(Nc3nc4c(F)cc(F)cc4s3)sc2c1	-13	·	1	-25	2	128	5	-7	1	0.7	1502
COc1ccc(N2CC(C(=O)Nc3ccc(S(=O)(=O)Nc4nccs4)cc3)CC2=O)cc1 (stereo unspecified)	3	0.099	6	-5	10	106	2	3	8	4.5	1511
C/C(=N\OCc1ccccc1C#N)c1cc2ccccc2o1	10	-0.29	3	16	4	89	-5	-15	6	2.2	1487
COc1ccc(/C(C)=N/NC(=O)c2ccc(CSc3nncn3C)cc2)cc1	-10	0.49	-6	6	-1	99	-18	-3	-10	0.6	1521
Cn1cc(-c2ccccc2C(N)=O)c(=O)c2cc(Cl)ccc21	4	-0.041	7	-17	4	119	0	-3	-1	3.0	1702
COc1ccc(Cl)cc1NC(=S)N(Cc1cccnc1)Cc1ccco1	4	-0.47	-2	-5	-1	105	-3	6	0	0.0	1537
CN(C)c1nc(N)nc(Nc2ccccc2C#N)n1	6	0.041	2	6	3	101	0	-2	3	-0.1	1482
Cc1c(N=C2SCC(=O)N2/N=C/c2ccccc2Cl)c(=O)n(-c2ccccc2)n1C	2	-0.062	-11	3	-4	104	·	-2	1	1.3	1508
Cn1c(CCNC(=O)c2ccco2)nc2cc(NS(=O)(=O)c3ccc(Cl)cc3)ccc21	13	-1.2	11	22	4	85	-2	7	-2	-0.2	1534
COc1ccc(OC)c(-c2cc(C(=O)Nc3c(C)nn(Cc4ccc(Cl)cc4)c3C)no2)c1	-7	-2.6*	8	14	-4	89	6	1	7	2.4	1494
Cc1cc(C)c(C)c(S(=O)(=O)N2C(=S)NC(=O)C2CC(C)C)c1C (stereo unspecified)	-12	0.51	0	-8	7	107	·	-2	9	5.4	1642
CCOc1ccc(OCC)c(NC(=O)C2CCCN(S(=O)(=O)c3cccs3)C2)c1 (stereo unspecified)	5	·	1	-1	8	106	-11	3	-6	-0.3	1545
CC(=O)NC1=NN(C(C)=O)C2(CCCCC2)S1	-3	0.13	6	10	1	95	·	3	4	2.4	1498
Cc1ccc(NC(=O)/C=C/c2ccc3c(c2)OCO3)cc1S(=O)(=O)N1CCOCC1	1	-0.46	-2	5	-1	95	20	0	3	5.3	1618
CC(N=c1ccccn1C(=O)Nc1ccc(F)cc1)c1ccco1 (stereo unspecified)	-2	·	-3	1	-2	102	-1	-4	-7	0.3	1535
N#Cc1ccc(OCC(=O)N2CCN(S(=O)(=O)c3cccs3)CC2)cc1	-10	·	-6	-7	7	115	-38	2	2	0.1	1714
The listing continues.
SMILES	TLR4 MyD88 comp	ROMK mod	PPARg SRC-3 ag	STAT3 blocker	PPARg SRC1 recr	STAT3 act	S1P3 antagonist	STAT1 inh	PPARg SRC2 recr	RAM inhibit	SRC2 TRFRET art
CCOc1ccc2c(c1)C(C)=CC(C)(C)N2S(=O)(=O)c1ccc(C)cc1	13	-0.3	6	-27	10	125	14	4	17	7.1	1627
Brc1ccccc1-c1nnc(-c2cccnc2)o1	-7	-0.019	9	18	5	84	-5	-21	5	0.7	1623
CC(=O)N(CCCc1ccc(C(C)(C)C)cc1)CCCN(C)C	-1	-1.2	-9	10	-1	96	9	-2	-12	2.8	1562
Cn1c(SCC(=O)OC2CCCCC2)nnc1-c1ccco1	10	·	4	11	4	92	·	4	5	0.0	1469
CCOC(=O)C1=C(C)N(CC(C)C)C(=O)/C1=C\c1ccc(OCC(=O)Nc2ccccc2)cc1	21	0.51	3	-13	-2	115	·	-6	-1	6.1	1622
CCOc1ccc(NC(=O)CN2CCN(CC(=O)Nc3cc(OC)cc(OC)c3)CC2)cc1	9	-0.026	1	5	8	100	-31	4	1	-0.6	1435
CCOc1ccccc1NC(=O)C1CCCN(C(=O)NCc2ccccc2)C1 (stereo unspecified)	0	·	-6	11	6	95	-5	0	0	3.1	1432
CC1CCN(c2nc3c(c(=O)[nH]c(=O)n3C)n2CCCc2ccccc2)CC1	-15	·	3	-2	9	109	27	1	0	1.8	1750
CN1CCCCc2c1nc1c(c2N)CCCC1	-3	·	4	8	4	102	-3	-5	6	-0.9	1509
CCOC(=O)c1sc(N)c(C#N)c1COC(=O)CNC(=O)c1ccccc1	-7	·	7	-1	-3	104	-9	9	6	3.7	1452
Cc1ccccc1Cn1ccc(NC(=O)c2cnn3c(C(F)(F)F)cc(-c4ccco4)nc23)n1	-9	-0.91	-2	-4	-2	106	-21	3	-1	4.7	1615
COc1nc(-c2ccccc2)ccc1-c1noc(-c2ccccc2)n1	7	·	-2	-1	4	106	-7	3	13	11*	1671
COC(=O)Cc1ccc(NC(=S)NCc2ccccc2)cc1	0	·	3	1	7	104	-6	-2	3	0.4	1602
C=CCn1c(SCC(=O)Nc2ccc3c(c2)OCO3)nc2ccccc2c1=O	-3	0.13	0	6	5	95	-6	2	-2	4.2	1649
